697 NFkB inh = inhibitors of PMA/ionomycin-induced NF-kB reporter, 697 cells, primary screen, B-cell NF-kB inhibitor project, cell-based, luminescence, uHTS. 697 B-cell NF-kB luciferase reporter, 16 h. inhibition, % at 4 µM. 330,000 compounds, 0.33% hits. AID 435022, 2010; in the data active means inhibition above about 35%
CCR6 antag = CCR6 receptor antagonists, primary screen, cell-based, CHO-K1, luminescence, beta-arrestin, uHTS. AID 493098, 2011. CHO-K1 CCR6 PathHunter beta-arrestin, CCL20-stimulated. C-C chemokine receptor type 6 (Homo sapiens), P51684. inhibition, % at 20 µM. 340,000 compounds, 0.49% hits;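 active means compounds whose inhibition of the agonist-driven luminescence signal at 20 µM reaches about 50%, limit read from the data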;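 further: cells stimulated with CCL20 at 14 nM final; plate controls were DMSO with CCL20 for no effect and DMSO without agonist for full effect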
Target sequence (P51684 whole entry, looked up): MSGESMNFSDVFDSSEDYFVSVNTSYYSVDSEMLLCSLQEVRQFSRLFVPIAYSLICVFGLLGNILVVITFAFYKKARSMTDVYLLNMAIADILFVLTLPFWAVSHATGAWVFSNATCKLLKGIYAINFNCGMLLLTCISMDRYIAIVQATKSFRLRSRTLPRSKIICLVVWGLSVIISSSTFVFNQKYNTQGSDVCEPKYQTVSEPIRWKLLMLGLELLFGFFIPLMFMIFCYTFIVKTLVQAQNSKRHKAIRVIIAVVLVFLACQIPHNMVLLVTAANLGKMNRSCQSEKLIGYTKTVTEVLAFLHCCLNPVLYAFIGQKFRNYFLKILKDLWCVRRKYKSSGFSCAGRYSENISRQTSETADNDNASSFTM
UBC13 polyUb = UBC13 polyubiquitin chain formation inhibitors, primary screen, biochemical, TR-FRET, uHTS | Ubiquitin-conjugating enzyme E2 N (Homo sapiens), P61088 | inhibition, % at 20 µM | 330,000 compounds, 0.47% hits | AID 485273, 2010; in the data active means inhibition above about 45%, passing the limit was not always enough
Target sequence (P61088 whole entry, looked up): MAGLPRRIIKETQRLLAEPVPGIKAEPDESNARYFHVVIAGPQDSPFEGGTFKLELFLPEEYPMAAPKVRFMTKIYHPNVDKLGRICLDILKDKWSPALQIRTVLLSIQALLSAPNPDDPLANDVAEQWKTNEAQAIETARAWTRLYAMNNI
Gli-Sufu block = Gli-Sufu pathway antagonists, primary screen, luciferase luminescence, Sufu-KO-LIGHT cells, uHTS. Sufu-KO-LIGHT fibroblasts, Gli luciferase reporter luminescence. inhibition, % at 5 µM. 340,000 compounds, 0.74% hits. AID 588413, 2011;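 active means inhibition above about 55%, limit read from the data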;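 further: 0% = DMSO-treated cells and 100% = wells with medium but no cells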
EBI2 antag = EBI2 receptor antagonists, beta-arrestin recruitment, primary screen, cell-based, luminescence, 7a,25-OHC stimulation, uHTS; inhibition, % at 5 µM; AID 651636, 2012; G-protein coupled receptor 183 (Homo sapiens), P32249; 7a,25-OHC stimulated; 360,000 compounds, 0.81% hits; in the data active means inhibition above about 38%;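 further: enzyme fragment complementation signal reports receptor beta-arrestin coupling in cells; 0% = agonist plus DMSO wells and 100% = wells without agonist; some results beyond the cut were filed as inactive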
Jurkat NFkB inh = inhibitors of induced NF-kB luciferase reporter, primary screen, TCR NF-kB activation inhibitor project, cell-based, luminescence, uHTS; Jurkat, PMA/ionomycin-induced NF-kB luciferase reporter; inhibition, % at 4 µM; 330,000 compounds, 0.53% hits; AID 435003, 2010; in the data active means inhibition above about 50%
CXCR6 block = CXCR6 receptor inhibitors, primary screen, cell-based, beta-arrestin, luminescence, CHO-K1 PathHunter, 1536-well; C-X-C chemokine receptor type 6 (Homo sapiens), O00574; inhibition, % at 20 µM; 360,000 compounds, 0.36% hits; AID 602244, 2012; in the data active means inhibition above about 34%, passing the limit was not always enough;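 further: antagonist mode with CXCL16 agonist at 10 nM final; 0% = 10 nM CXCL16 with DMSO and 100% = unstimulated wells without agonist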
APJ antagonist = antagonists of human apelin receptor APJ, primary screen, CHO-K1 cells, beta-arrestin complementation, luminescence; inhibition, % at 20 µM; 330,000 compounds, 0.32% hits;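 active means inhibition above about 40% at 20 µM, limit read from the data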;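 further: cells challenged with 10 nM apelin-13 agonist together with compound; plate controls were apelin-13 plus DMSO wells for no effect and DMSO wells lacking apelin-13 for full effect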
Target sequence (P35414 whole entry, looked up): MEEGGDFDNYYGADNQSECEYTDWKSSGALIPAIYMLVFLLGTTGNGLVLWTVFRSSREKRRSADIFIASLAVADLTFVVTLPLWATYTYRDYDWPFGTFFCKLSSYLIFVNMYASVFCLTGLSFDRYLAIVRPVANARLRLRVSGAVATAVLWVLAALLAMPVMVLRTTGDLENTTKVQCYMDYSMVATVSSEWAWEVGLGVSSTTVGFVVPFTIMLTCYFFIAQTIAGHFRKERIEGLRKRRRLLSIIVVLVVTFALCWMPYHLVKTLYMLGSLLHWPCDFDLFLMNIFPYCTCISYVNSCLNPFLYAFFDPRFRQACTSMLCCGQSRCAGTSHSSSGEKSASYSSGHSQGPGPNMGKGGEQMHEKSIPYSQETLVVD
* = called active by the depositor; . = no result given.

SMILES	697 NFkB inh	CCR6 antag	UBC13 polyUb	Gli-Sufu block	EBI2 antag	Jurkat NFkB inh	CXCR6 block	APJ antagonist
Cn1c(=O)n(CCc2ccccc2)c(=O)c2c1nc1n2CCCN1c1ccccc1	-2	5	2	1	11	-3	6	19
CCOC(=O)c1c(C)c(C(=O)Nc2ccc3c(c2)OCCO3)c(C)n1CC	.	6	.	4	10	.	10	.
COc1ccccc1-n1c(SCC(=O)Nc2cccc(C)c2)nc2c(c1=O)SCC2	0	4	-13	-2	0	9	5	3
COc1ccc(Cc2c(O)nc[nH]c2=O)cc1	6	10	4	-5	-8	-13	-1	2
CC(C)CN(C(=O)COC(=O)C(C)N1C(=O)c2ccccc2C1=O)c1c(N)n(Cc2ccccc2)c(=O)[nH]c1=O (centres undefined)	8	11	-1	0	-17	4	1	8
Cc1ccc(S(=O)(=O)NCC(=O)NCC(=O)N2CCN(c3ncccn3)CC2)cc1C	-6	4	3	-13	-1	-11	0	-3
CC(C)CCn1c(N2CCN(c3cccc(Cl)c3)CC2)nc2c1c(=O)[nH]c(=O)n2C	-64	15	-3	13	16	-11	6	-8
Nc1cc(-c2ccc(Br)cc2)nn1Cc1ccccc1	.	3	.	-23	7	.	-4	.
CCCOc1ccccc1NS(=O)(=O)c1ccc2[nH]c(=O)[nH]c2c1	-7	6	2	-1	-1	6	-2	10
COc1cc(C(C)=O)ccc1Oc1ncnc2c1cnn2-c1ccccc1	-25	8	0	-9	-4	18	7	0
CC(NC(N)=O)C12CC3CC(CC(C3)C1)C2 (centres undefined)	16	4	4	-27	-7	9	0	1
CC(=O)c1cccc(NC(=O)c2ccc(C(=O)Nc3cccc(C(C)=O)c3)nc2)c1	-13	11	-10	0	0	3	3	15
CCN(CC)S(=O)(=O)c1cccc(C(=O)/C=C2/N(C)c3ccccc3C2(C)C)c1	-10	13	9	48	18	-9	-8	5
O=c1[nH]c2ccccc2nc1Cc1ccc(Cl)cc1	3	-15	8	24	-3	9	-6	6
COC(=O)/C=c1/sc2n(c1=O)CCN=2	29	-4	2	3	-2	11	-4	-10
COc1cc(NC(=S)Nc2ccc(Br)cc2Cl)c(OC)cc1Cl	-21	19	-8	-6	-14	-16	0	7
CCN(CC)c1ccc(/C=N/Nc2nc3ccccc3[nH]2)cc1	.	19	.	14	41	.	26	.
CCOc1ccc(NC(=O)CCC(=O)Oc2ccc(C)cc2)cc1	-28	12	-4	3	-10	-54	-4	-3
O=C(NNC(=O)c1ccc(Br)o1)c1ccc(NC(=O)c2ccccc2)cc1	-11	2	-6	-8	-3	5	-4	11
COc1ccc(Cl)cc1NC(=O)CN(C)C(=O)c1cn(-c2ccccc2)nc1-c1cccnc1	-2	13	14	-8	19	-5	0	-10

5 of the entries above in order of their number in CXCR6 block, smallest number first:
Compound | 697 NFkB inh | CCR6 antag | UBC13 polyUb | EBI2 antag | Jurkat NFkB inh | CXCR6 block | APJ antagonist
CCN(CC)S(=O)(=O)c1cccc(C(=O)/C=C2/N(C)c3ccccc3C2(C)C)c1 | -10 | 13 | 9 | 18 | -9 | -8 | 5
CCCOc1ccccc1NS(=O)(=O)c1ccc2[nH]c(=O)[nH]c2c1 | -7 | 6 | 2 | -1 | 6 | -2 | 10
COc1ccc(Cl)cc1NC(=O)CN(C)C(=O)c1cn(-c2ccccc2)nc1-c1cccnc1 | -2 | 13 | 14 | 19 | -5 | 0 | -10
CC(=O)c1cccc(NC(=O)c2ccc(C(=O)Nc3cccc(C(C)=O)c3)nc2)c1 | -13 | 11 | -10 | 0 | 3 | 3 | 15
COc1cc(C(C)=O)ccc1Oc1ncnc2c1cnn2-c1ccccc1 | -25 | 8 | 0 | -4 | 18 | 7 | 0

More results follow.
SMILES	697 NFkB inh	CCR6 antag	UBC13 polyUb	Gli-Sufu block	EBI2 antag	Jurkat NFkB inh	CXCR6 block	APJ antagonist
CC(C)(C)c1ccc(S(=O)(=O)N2CCC(O)(c3ccc(Cl)cc3)CC2)cc1	0	12	-6	10	-6	0	-13	-21
Cc1cc2ccccn2c1C(=O)c1ccc(N/N=C/c2ccc(C(=O)O)cc2)c([N+](=O)[O-])c1	.	42	.	18	-2	.	33	.
COc1cc(CNc2ncc(-c3ccc(Br)cc3)n2C)cc(OC)c1O	-23	-2	-10	19	4	-11	-29	11
CC(=O)Nc1nc(C)c(Oc2cccc(C(F)(F)F)c2)c(=O)[nH]1	2	6	5	3	0	10	2	14
CC(NC(=O)Cn1nc(-c2ccccc2)ccc1=O)c1ccccc1 (centres undefined)	1	2	-8	6	-4	-8	-3	2
CC(=O)C1=C(c2ccccc2)OC(N)=C(C#N)C1c1ccccc1C (centres undefined)	-20	15	-4	12	0	-4	10	0
CN(C)c1ccc(N=Nc2ccc(C(=O)O)cc2)cc1	-136	27	-196	-62	9	26	27	18
Cc1ccc(C)c(NC(=S)NC(NC(=O)N(C)C)C(Cl)(Cl)Cl)c1 (centres undefined)	10	16	10	5	4	12	-2	1
CCc1c(C)c2cc(Cl)c(O)c(CN(C)C)c2oc1=O	23	-6	29	-2	-10	7	2	17
Cc1cc(Cl)cc(Cl)c1OCC(=O)NCc1ccco1	1	14	-8	3	-4	-5	-4	1
COc1ccc(CCN(C)C2CCCN(S(=O)(=O)N(C)C)C2)cc1OC (centres undefined)	.	2	.	-17	1	.	3	.
Cc1cc(C)n(-c2nc(NCCCN(C)C)c3c4c(sc3n2)CCCC4)n1	-24	17	7	3	-28	21	-3	-2
CN1CCCN(Cc2nc(-c3cccc(C(F)(F)F)c3)no2)CC1	-22	9	8	28	-3	-35	-3	-1
O=C(COc1ccc(F)cc1Cl)Nc1ccc(N2CCOCC2)cc1N1CCOCC1	-11	16	-12	2	8	-5	-3	-9
COC[C@@H]1NS(=O)(=O)c2ccc(Br)cc2O[C@H]1c1ccccc1	.	12	.	16	2	.	-4	.
CC(C)N1CC(COc2ccc(Br)cc2)OC1=O (centres undefined)	10	6	5	0	17	-12	-2	7
Cc1ccc(C)c(NS(=O)(=O)c2cc(C(=O)NCc3ccco3)ccc2C)c1	-3	1	14	0	4	6	9	-1
Cc1ccc(NC(=S)NNC(=O)C2CC2c2ccc(C)cc2)cc1 (centres undefined)	14	24	0	2	-2	5	7	24
CCNc1c([N+](=O)[O-])c(=O)oc2ccccc12	6	9	0	-13	-10	6	10	3
Cc1ccc(N(CC(=O)Nc2ccc(C)cn2)S(=O)(=O)c2c(C)nn(C)c2C)cc1	-4	6	-9	.	-6	-9	6	-1
N/C(=N\OC(=O)Cc1ccccc1)c1cccnc1	-6	1	-9	-8	-9	-17	4	-8
Cc1nn(-c2ccccc2)c(NC(=O)c2cccs2)c(-c2ccccc2Cl)c1=O	21	-9	2	-11	-9	-16	-2	4
O=C(c1cc(F)ccc1F)C1CCCN(C(=O)CCc2cnccn2)C1 (centres undefined)	24	0	4	-11	-4	-4	-3	-22
CCOc1ccc(C(=O)N2CCC3(CC2)NCCc2[nH]cnc23)cc1	15	4	2	-16	9	11	-2	0
CCOC(=O)[C@@H]1[C@H]2COc3cc(OC)ccc3[C@H]2N2C(=O)N(c3cccc(F)c3)C(=O)[C@@]12C	11	-3	8	-7	16	7	2	3
COc1ccc(S(=O)(=O)Nc2cccc(S(=O)(=O)N(C)C)c2)cc1[N+](=O)[O-]	.	22	.	0	0	.	6	.
O=C(CN1CCOCC1)Nc1c(Cl)cc(Cl)cc1Cl	13	8	3	-1	-8	11	0	14
COc1ccnc(N=CNOCc2cccc(Cl)c2Cl)c1C#N	-50	9	2	16	7	-30	5	-19
O=C(c1ccccc1Cl)N(Cc1ccc(Cl)c(Cl)c1)N1C(=O)CCCC1=O	-7	11	4	8	7	-18	-6	2
CCCCN1C(=N)N([C@@H](CN2CCC[C@H]2CN2C(N)=NC[C@@H]2Cc2ccccc2)C(C)C)C[C@H]1Cc1ccccc1	4	8	47*	3	-1	9	6	12
O=C(Nc1ccccc1Cl)C1C2CCC3C(CCC21)C3(Cl)Cl (centres undefined)	-1	-5	6	3	-18	-4	-3	-6
Cc1ccccc1OCCNc1ccc(C(F)(F)F)cc1[N+](=O)[O-]	-2	13	3	-1	10	-16	2	1
Cc1ccccc1C(=O)NNC(=O)CSc1nnc(C)n1-c1ccccc1	7	16	-5	9	4	-8	2	-1
CC(=O)c1sc2nsc(SCCN3CCCC3)c2c1N	2	5	1	8	0	-3	0	8
CCOC(=O)c1cccc(NC(=O)C2CCCO2)c1 (centres undefined)	14	27	-3	11	0	-11	0	-8
O=C(CN1CCN(c2ncccn2)CC1)NCc1ccccc1	-22	19	-8	23	-1	-11	0	-2
Cc1ccc(-c2nnc(NCc3nc4ccccc4[nH]3)c3ccccc23)cc1S(=O)(=O)N(C)C	-18	8	-9	10	9	15	4	-7
CCN(CC)S(=O)(=O)c1ccc(N/N=C/c2ccc(O)cc2O)nc1	-66	7	-29	58*	3	51*	0	-14
COC(=O)CN1C(=O)N/C(=C/c2ccccc2OC)C1=O	1	-1	-14	4	-1	-5	-1	16
COc1cc(-n2cnnn2)ccc1S(=O)(=O)N1CCOCC1	21	-4	8	6	-14	8	-6	21
Cc1cccc2sc(NC(=O)C3c4ccccc4Oc4ccccc43)nc12	14	6	-6	12	23	-3	7	12
COCCSc1nc(N)c(NC(=O)c2ccc(OC)cc2)c(=O)[nH]1	-2	-2	-2	-27	2	-6	-10	-4
O=C(CN(C(=O)CSc1nnc(COc2ccccc2)o1)c1ccc(F)cc1)NC1CCCCC1	27	7	3	2	13	9	4	13
Cc1c(C(=O)N(Cc2cccs2)C2CCS(=O)(=O)C2)oc2ccccc12 (centres undefined)	18	4	8	4	8	3	7	16
COc1cc2cccc(OC)c(=O)c2c(OC)c1OC	-2	0	-11	-3	-1	-7	7	15
Cc1cc(OC(C)C(=O)NCC2CCCO2)cc(C)c1Cl (centres undefined)	-2	10	1	5	6	-1	3	18
COc1ccc(CC(=O)Nc2cccc(-c3nnc(-c4ccco4)o3)c2)cc1	-59	-5	-3	-21	21	-24	8	-1
CCOCCCN(C)C1CCN(C(=O)c2oc3ccccc3c2NC(=O)c2cccc([N+](=O)[O-])c2)CC1	-17	8	5	-11	2	-8	1	5
CC1=C(C)CC(C(=O)NNC(=O)c2ccccc2O)C(C(=O)O)C1 (centres undefined)	-51	6	2	-3	-6	-9	2	0
CCOC(=O)CCC(=O)Nc1ccc([N+](=O)[O-])cc1C	14	2	1	-7	-19	-4	7	-33
Going on with the list.
SMILES	697 NFkB inh	CCR6 antag	UBC13 polyUb	Gli-Sufu block	EBI2 antag	Jurkat NFkB inh	CXCR6 block	APJ antagonist
CCOc1ccc(C(=O)NCC(=O)NNC(=O)CN(C)S(=O)(=O)c2ccc(Cl)cc2)cc1	-3	5	1	-9	-2	-5	4	-34
COc1cccc(C(=O)NCc2ccco2)c1OC	8	12	-2	-29	-2	-1	-2	18
CCOC(=O)/C(C#N)=C/c1c(OCC)n(CC)c2ccccc12	5	20	18	10	16	14	-2	6
O=c1c(/C=N/Nc2ccccc2)c(Sc2nnnn2-c2ccccc2)nc2ccccn12	.	26	.	-23	5	.	6	.
O=C(O)c1csc(-c2cccc(Cl)c2)n1	17	14	4	-6	0	1	-9	0
CC(=O)Cc1nsc(Nc2ccccc2)n1	-43	-5	-4	-21	-3	-23	-8	-20
CCc1ccc(NC(=O)C(=O)NCCN2CCN(S(C)(=O)=O)CC2)cc1	0	3	-7	-3	2	12	0	-1
Cc1ccc(/C=C/C(=O)OCC(=O)c2ccc3c(c2)NC(=O)CO3)o1	12	2	10	-1	6	-5	6	-11
O=[N+]([O-])c1cccc(N=NN(CCO)c2cccc([N+](=O)[O-])c2)c1	8	16	5	16	6	-13	-1	-3
COc1ccc(C)cc1N(CC(=O)O)S(=O)(=O)c1ccc(C)cc1	3	8	-1	6	-7	-1	-2	9
COCc1nnc(NS(=O)(=O)c2ccc(NC(C)=O)cc2)s1	14	-7	1	-1	-5	8	3	13
CCC(C)(C)NC(=O)CN(Cc1ccc(OC)cc1)C(=O)CCC(=O)Nc1nccs1	7	26	3	-2	8	-10	0	-4

Bioassay records as filed in PubChem.
